# Prostate diff = promotes differentiation of LNCaP prostate cells. flow cytometry side scatter, 4 d. side scatter shift, % at 10 µM. 24,000 tested, 0.56% active. AID 795;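 active means side scatter shift above 30%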;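 further: androgen-responsive LNCaP prostate cancer cells in charcoal-stripped serum medium; percent of cells past a gate set so DMSO wells show 10% shift; higher shift means more granular cells and more differentiation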
# Autofluor Jurkat = autofluorescence counter-screen for VLA-4 integrin assays | AID 576 | fluorescence ratio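 (tested at 10 µM compound in the well)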 | 24,000 tested, 0.61% active | Jurkat cells, compound autofluorescence, flow cytometry; active compounds read high; 1 = vehicle-only cell background;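 active means fluorescence ratio above 2.44, which is 1 plus 3 SD of all ratios; inconclusive means signal too bright to measure linearly, ratio around 10 or more; inactive means fluorescence ratio below 2.44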;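 further: green fluorescence of cells measured with 488 nm excitation and 530 nm emission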
# VLA-4 antagonist = inhibition of LDV-FITC ligand binding to human VLA-4 integrin; 24,000 tested, 0.2% active; inhibition, % at 10 µM (by protocol); Jurkat cells, LDV-FITC binding with Mn2+, flow cytometry; 100% = Mn2+-driven binding gain fully reversed; AID 529; P13612;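 active means inhibition above 50%; inconclusive means compound itself fluorescent, judged against control cell fluorescence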;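 further: 0% = Mn2+ stimulated cells lacking compound and 100% = ligand binding without Mn2+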
# Target sequence (P13612 whole entry, looked up): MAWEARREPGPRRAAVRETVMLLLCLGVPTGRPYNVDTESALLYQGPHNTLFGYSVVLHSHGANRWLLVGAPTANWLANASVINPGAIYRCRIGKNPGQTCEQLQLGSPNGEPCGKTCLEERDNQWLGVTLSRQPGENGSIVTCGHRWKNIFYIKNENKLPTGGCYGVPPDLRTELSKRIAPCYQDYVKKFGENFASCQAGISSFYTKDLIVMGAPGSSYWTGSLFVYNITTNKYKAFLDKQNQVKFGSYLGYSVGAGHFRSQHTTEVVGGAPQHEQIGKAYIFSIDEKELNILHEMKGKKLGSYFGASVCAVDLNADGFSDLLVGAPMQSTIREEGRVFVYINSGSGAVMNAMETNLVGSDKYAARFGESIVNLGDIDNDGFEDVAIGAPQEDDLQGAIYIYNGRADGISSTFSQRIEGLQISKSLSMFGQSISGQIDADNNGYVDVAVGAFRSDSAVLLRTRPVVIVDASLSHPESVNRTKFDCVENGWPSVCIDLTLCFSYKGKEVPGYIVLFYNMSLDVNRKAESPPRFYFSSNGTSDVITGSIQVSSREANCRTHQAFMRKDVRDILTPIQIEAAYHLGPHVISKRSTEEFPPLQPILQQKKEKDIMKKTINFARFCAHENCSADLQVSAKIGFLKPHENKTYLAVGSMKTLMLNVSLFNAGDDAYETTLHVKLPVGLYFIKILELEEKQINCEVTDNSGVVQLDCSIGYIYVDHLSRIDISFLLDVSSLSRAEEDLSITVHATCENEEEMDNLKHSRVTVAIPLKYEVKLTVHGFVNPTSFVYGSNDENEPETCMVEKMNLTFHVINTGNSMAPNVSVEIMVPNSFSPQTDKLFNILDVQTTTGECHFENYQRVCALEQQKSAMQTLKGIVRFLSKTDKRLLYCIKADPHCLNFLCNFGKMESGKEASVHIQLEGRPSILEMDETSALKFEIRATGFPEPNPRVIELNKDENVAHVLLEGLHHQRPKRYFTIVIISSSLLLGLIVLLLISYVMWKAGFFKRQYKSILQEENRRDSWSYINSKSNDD
# VLA-4 allo ag = allosterically activates the human VLA-4 integrin; P13612; Jurkat cells, LDV-FITC binding, flow cytometry; activation, % at 10 µM (by protocol); 24,000 tested, under 10 active; AID 528;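 active means fluorescent ligand binding to cells raised by more than 40% of the manganese-induced maximum; inconclusive means compound's own fluorescence above 85% of the ligand control signal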;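 further: 0% = ligand binding without compound and 100% = manganese-stimulated maximal binding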
# An asterisk follows results filed as active; ? = inconclusive; . = no result given. Only part of the results is shown; the hit share may differ from the screen's.
# Values run as follows: Prostate diff	Autofluor Jurkat	VLA-4 antagonist	VLA-4 allo ag
- Cc1ccc2[nH]c3c(c2c1)CCc1cn[nH]c1-3
    19	1.1	16	-10
- CNC(=O)CN(c1cc(C)ccc1OC)S(=O)(=O)c1ccc(C)cc1
    8	1.1	44	-5
- CCCCNC(=O)Cn1c(=O)n(C)c2ccccc21
    10	1	-9	1
- CCSc1nnc(Cn2c(=O)sc3ccccc32)n1C
    14	1	3	3
- CCCCn1cnc2c(cnn2-c2ccc(F)cc2)c1=O
    14	1	-27	4
- Cc1ccc2c(CC(=O)OCc3csc(C)n3)coc2c1
    9	0.92	-20	6
- CCC1CCCCN1CCCNC(=O)Cn1nc(-c2ccccc2)ccc1=O (configuration not stated)
    3	1.1	-12	-2
- O=C(CSc1nnc(COc2ccc(Cl)cc2)o1)OC1CCCCC1
    12	1.1	-10	5
- CCOc1ccccc1C(=O)n1nc2nc(C)cc(C)c2c1N
    9	1	10	-4
- Cc1ccc2cc(C#N)c(N3CCCC3)nc2c1C
    13	0.99	8	-3
- COc1ccc(OC)c(NC(=O)CN(c2ccc(C(C)C)cc2)S(=O)(=O)c2c(C)noc2C)c1
    13	1.1	?	?
- OC(CNCCc1ccccc1)c1ccccc1 (configuration not stated)
    6	1	0	4
- O=C1CCc2cc(S(=O)(=O)N3CCC(C(=O)NCc4ccccc4Cl)CC3)ccc2N1
    5	1	24	-11
- CCc1ccc(S(=O)(=O)NCc2csc(-c3ccccc3)n2)s1
    16	1.7	?	?
- O=C(NC1CCCCCCC1)c1ccc2c(c1)N(Cc1ccc(F)cc1)C(=O)CS2=O (configuration not stated)
    6	0.82	-3	6
- O=C(Cc1ccc(-n2cccc2)cc1)NCc1cccs1
    .	0.95	14	-7
- COc1ccc(CCNC(=O)CCCn2c(=O)[nH]c3cc(OC)c(OC)cc3c2=O)cc1OC
    2	1	2	0
- CC(=O)c1n[nH]nc1NC(=O)c1ccccc1
    4	1	-3	-8
- CCOC(=O)N1CCC(NC(=O)Cn2cccc2C(=O)c2ccccc2)CC1
    4	0.99	-13	13
- CC(=O)c1cc2c(cc1NC(=O)CN1CCN(C(=O)c3ccco3)CC1)OCO2
    2	1	-2	1
- COc1cccc(CNc2ccc(F)c(Cl)c2)c1O
    5	1.1	12	-2
- CCCCn1c(C(C)NC(=O)COC)nc2ccccc21 (configuration not stated)
    8	1.1	-2	-2
- COc1cc2[nH]c(=O)n(CCCC(=O)NCCc3ccccc3)c(=O)c2cc1OC
    3	1.1	?	?
- Cc1cccc(-n2c(CNC(=O)COc3ccccc3)nnc2SCC(=O)Nc2nccs2)c1
    21	1.1	?	?
- O=C(NCc1ccco1)c1nnc(Cc2ccc(F)cc2)o1
    5	1	-8	1
- O=C(O)C1C2C=CC(C2)C1C(=O)N1CCOCC1 (configuration not stated)
    13	0.88	-10	11
- COCCN1Cc2cccc(C(=O)Nc3ccccc3OC)c2C1=O
    16	1	18	2
- COc1ccc(-c2nc(SCC(=O)NCc3ccco3)c(-c3ccccc3)[nH]2)cc1OC
    2	1.1	8	-7
- Cc1ccc(CSC2=Nc3ccccc3C3=NC(CCC(=O)NCc4ccco4)C(=O)N23)cc1 (configuration not stated)
    0	1.1	?	?
- COc1ccc2c(c1)[nH]c1c(N3CCN(Cc4ccc5c(c4)OCO5)CC3)ncnc12
    .	1	21	-5
- O=C(O)C1C2C=CC(C2)C1C(=O)N1CCN(C/C=C/c2ccccc2)CC1 (configuration not stated)
    2	1.1	-7	-13
- O=C(COc1ccc(Cl)cc1)Nc1ncccn1
    19	1	-29	-2
- c1ccc(CC2CCN(C(c3cccs3)c3nnnn3C3CCCC3)CC2)cc1 (configuration not stated)
    7	0.99	-6	8
- CCOC(=O)c1sc(N)c(C(=O)OCC)c1COC(=O)C1CC(=O)N(Cc2ccco2)C1 (configuration not stated)
    18	1.1	2	0
- Cc1cc(C)c2nc(N3CCCC(C(=O)NCCN4CCOCC4)C3)sc2c1 (configuration not stated)
    8	1.1	-18	-3
- Cc1nnc(NC(=O)NC(C)N2C(=O)C3C4C=CC(C4)C3C2=O)s1 (configuration not stated)
    9	0.98	2	1
- CCOC(=O)N1CCC(c2nc3ccccc3[nH]2)CC1
    20	1.2	-26	4
- O=C(NCCSCc1ccco1)Nc1cccc(Cl)c1
    12	1	-2	-7
- N/C(Cn1nnc(-c2ccccc2)n1)=N\O
    3	1.1	2	-4
- CCOC(=O)c1c(C)c(C(=O)NCCCOC)c(C)n1C
    8	1	5	0
- Cc1noc(C)c1S(=O)(=O)N(CC(=O)NCc1ccc2c(c1)OCO2)c1ccc(C(C)C)cc1
    8	1.3	?	?
- COc1ccc(N(CC(=O)Nc2ccc(F)c(Cl)c2)S(=O)(=O)c2c(C)noc2C)cc1
    3	1	-6	-3
- COC(=O)c1ccc2c(=O)n(CCC3=CCCCC3)c(SCC(=O)N3CCCC3)nc2c1
    20	0.96	-3	2
- O=C(Cc1coc(-c2ccc(F)cc2)n1)Nc1ccccc1
    18	0.97	23	-5
- CCOC(=O)C1CCN(C(=O)CNS(=O)(=O)c2cccs2)CC1
    1	0.95	-22	5
- Clc1cccc(N2CCN(CCNc3nc4ccccc4n4cnnc34)CC2)c1
    1	1.4	?	?
- CCN(CC)CCCN1C(=O)C(O)=C(C(C)=O)C1c1ccc(OC)cc1OC (configuration not stated)
    6	0.97	-16	9
- Cc1nn(Cc2ccc(Cl)cc2)c(C)c1NC(=O)c1noc2c1CCCCC2
    3	1	-2	-1
- Cc1cc(C(=O)NCc2cccnc2)n(-c2ccccc2)n1
    5	1	-9	2
- O=C(O)C1CSC2c3ccccc3C(=O)N12 (configuration not stated)
    12	0.97	-16	4
- N#CC1=C(N)N2C(=C(C#N)C13CCCCC3)SC1CCCCC12O (configuration not stated)
    17	0.95	8	-8
- O=C(C1CCC(=O)N1C1CCCCC1)N1CCN(c2ccc(F)cc2)CC1 (configuration not stated)
    15	1	-15	1
- N#CN(CC(N)=O)c1nc(N2CCCCC2)nc(N2CCCCC2)n1
    0	1	10	3
- COc1ccc(S(=O)(=O)NC(CC(=O)NCc2ccco2)C(C)C)cc1 (configuration not stated)
    5	1.1	-2	0
- CCN(CC)CCCNC(=O)c1nn(-c2cccc(OC)c2)c(=O)c2ccccc12
    3	1	3	4
- COc1ccc(CCNC(=O)CCN2C(=O)COc3ccccc32)cc1OC
    3	1.1	6	-2
- CCN(CC)S(=O)(=O)c1ccc2[nH]cc(C(=O)NCCc3ccc(OC)c(OC)c3)c(=O)c2c1
    5	1.1	-8	-2
- CC1C=CC(C)C(C(=O)O)C1C(=O)O (configuration not stated)
    2	1.1	-7	-3
- c1ccc(CN2CCN(c3ncnc4c3[nH]c3ccccc34)CC2)cc1
    7	1.2	9	-7
- Cc1ncoc1C(=O)NCc1ccccc1Cl
    13	0.99	-11	4

# An excerpt from the list above:
# Values run as follows: Prostate diff	Autofluor Jurkat	VLA-4 antagonist	VLA-4 allo ag
- CCN(CC)S(=O)(=O)c1ccc2[nH]cc(C(=O)NCCc3ccc(OC)c(OC)c3)c(=O)c2c1
    5	1.1	-8	-2
- CC1C=CC(C)C(C(=O)O)C1C(=O)O (configuration not stated)
    2	1.1	-7	-3
- c1ccc(CN2CCN(c3ncnc4c3[nH]c3ccccc34)CC2)cc1
    7	1.2	9	-7
- Cc1ncoc1C(=O)NCc1ccccc1Cl
    13	0.99	-11	4

# (cont.)
# Values run as follows: Prostate diff	Autofluor Jurkat	VLA-4 antagonist	VLA-4 allo ag
- CCOc1ccccc1N1CC(O)=C(c2nc3ccccc3s2)C1=N
    25	1.9	20	-2
- O=C(Nc1cc(N2CCOCC2)ncn1)NC1(C(F)(F)F)Oc2ccc(Cl)cc2O1 (configuration not stated)
    23	0.97	-38	6
- Cc1ccc(C)c(S(=O)(=O)NCc2ccc(C(=O)N3CCN(C)CC3)cc2)c1
    4	1	2	-3
- CC1(C)S[C@@H]2[C@H](NC(=O)[C@H](N)c3ccccc3)C(=O)N2[C@H]1C(=O)O
    0	1.1	-6	-5
- CN1CCN(C(=O)CCC(=O)c2ccc(F)cc2)CC1
    4	1.2	-23	6
- CCn1c(CCNC(=O)c2cccs2)nnc1SCC(=O)c1ccc(OC)cc1
    3	1.1	-18	4
- CCN1CCN(C(=O)CCN2C(=O)COc3ccc(C)cc32)CC1
    2	0.94	-8	9
- COc1nc(N2CCOCC2)nc(-n2cccc2)n1
    5	1.1	3	0
- CC12CC(NC(=O)N1c1cccc(C(=O)N3CCN(c4ccccc4)CC3)c1)c1ccccc1O2 (configuration not stated)
    18	1.1	-5	-4
- Cc1cc(C)nc(NS(=O)(=O)c2ccc(Br)s2)c1
    11	1.4	?	?
- Cc1cc(C)c2c(N)c(C(=O)N3CCN(c4ncccn4)CC3)sc2n1
    9	1	-23	0
- Cc1ccc(NS(=O)(=O)c2cn(C)cn2)cc1
    6	0.99	3	0
- CC(C)OC(=O)c1cc(NC(=O)C2C3CCC(O3)C2C(=O)O)cc(C(=O)OC(C)C)c1 (configuration not stated)
    5	1	-5	0
- CC(C)n1nc(C(=O)Nc2nc3ccc(S(C)(=O)=O)cc3s2)c2ccccc2c1=O
    21	0.97	-7	-5
- Cc1ccc(N2CCN(c3cc(C)nc4nc(C)nn34)CC2)c(C)c1
    3	1.2	?	?
- CC(C)(C)NC(=O)CSc1nnc(-c2ccccn2)n1-c1ccccc1
    5	0.99	-6	5
- CN(C)c1oc(-c2ccccc2Cl)nc1S(=O)(=O)c1ccccc1
    4	1.1	5	-1
- COCCN1Cc2cccc(C(=O)Nc3c(C)cccc3C)c2C1=O
    1	1.1	-13	2
- O=C(O)c1ccc2noc(-c3ccccc3)c2c1
    4	1.1	-17	4
- S=c1nc(-c2ccccc2)n(CCCn2ccnc2)c2c1CCCC2
    8	0.93	-16	3
- Cc1cc(C(=O)Nc2c(F)cc(F)cc2Br)no1
    18	1	2	-2
- COc1ccc(OC)c(C2C(C(N)=O)=C(C)Nc3nc(CCCO)nn32)c1 (configuration not stated)
    11	0.97	-18	6
- CCOC(=O)N1CCC(Nc2c(-c3ccc(C)c(C)c3)c(=O)c2=O)CC1
    1	1.4	?	?
- CCN1CCn2c3c(c4cc(Br)ccc42)CCCC31 (configuration not stated)
    11	1.2	44	-15
- CCCN1CCN(CCCNC(=O)Cn2cc3c(n2)CCCC3)CC1
    6	1	-3	0
- O=C(CSc1nnc(Cc2cc(=O)[nH]c(=O)[nH]2)n1-c1ccc(F)cc1)NC1CCCC1
    6	1	8	1
- CCOC(=O)C1=C(c2ccccc2)Nc2nc(C)nn2C1c1cccc(OC)c1OC (configuration not stated)
    10	1.1	-16	-2
- O=C(O)c1ccc(-n2nc(C(F)(F)F)c3c2-c2ccoc2CC3)cc1
    12	1.1	-35	8
- O=C(NCc1ccc(F)cc1)c1ccc(CS(=O)(=O)Cc2ccccc2F)o1
    5	1.1	-4	-4
- COc1ccc(-c2nnn(CC(=O)c3ccc4c(c3)OCCO4)n2)cc1OC
    14	1	2	2
- Cc1ccc(S(=O)(=O)NC(=O)NN2CCCCCC2)cc1
    5	0.97	-10	-5
- O=C(NCC1COc2ccccc2O1)C1CCCN(S(=O)(=O)c2cccc3nsnc23)C1 (configuration not stated)
    9	1.2	?	?
- CCN(CC)S(=O)(=O)c1ccc(C(=O)NC2=C(C(=O)OC)SCC2)cc1
    8	0.98	18	-1
- COc1ccc(C2CC(c3ccccc3)Nc3nc(NC(=O)c4cccs4)nn32)cc1 (configuration not stated)
    3	0.96	-21	8
- COc1ccc(C2CC(=O)c3c([nH]c(C(=O)OC(C)C)c3C)C2)cc1OC (configuration not stated)
    1	1.1	-11	-6
- COc1ccc(CN2CN(C(C)C)CSC2=S)cc1
    5	0.98	-4	2
- CN1CC=C2C(C#N)=C(N)C(C#N)(C#N)[C@H](c3cccc(Cl)c3)C2C1 (some centres not stated)
    10	1.8	?	?
- COC(=O)c1ccc2c(c1)NC(=O)C1CCCN21 (configuration not stated)
    7	2	?	?
- COc1ccc(-c2ccc(=O)n(CC(=O)N3CCN(c4ccccc4OC)CC3)n2)cc1
    10	1.2	27	-3
- CCSc1nnc(NC(=O)C(CC)(C(F)(F)F)C(F)(F)F)s1
    8	1	-4	0
- CCOCCCNC(=O)C1c2ccccc2C(=O)N2CCc3ccccc3C12 (configuration not stated)
    13	1.1	-1	-2
- O=C1CCCN1CN(C(=O)c1ccc2c(c1)OCO2)c1ccc(F)cc1
    11	0.93	1	5
- CCOc1c(OC)cccc1C1CC(=O)Nc2cc3c(cc21)OCCO3 (configuration not stated)
    6	0.87	8	5
- COc1ccc(Cc2nnn(CC(=O)O)n2)cc1
    8	0.98	-12	0
- CCn1c(=O)c2cc(C(=O)N3CCOCC3)sc2c2ccccc21
    4	1.1	-8	0
- Cc1ccc2c(c1)N(CCC(=O)NCc1cccnc1)C(=O)CO2
    6	1	-6	4
- CCC(C)N=C1SCC(C)(/C=N/O)S1 (configuration not stated)
    9	1.1	-28	3
- CCC(=O)N1CCN=C1SCc1ccc(Cl)cc1
    4	0.92	-22	-1
